CHRM1 agonist: human M1 muscarinic receptor agonism; activation, % at 3 µM; CHO-K1 hM1, Fluo-8 calcium fluorescence, agonist mode; 0% DMSO, 100% acetylcholine EC100; AID 588814; 360,000 tested, 0.33% active; P11229;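 active = activation above the run's mean compound activation plus 3 SD, cut at about 16% in these data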;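 also: peak over basal fluorescence ratio within a 140 s kinetic read after compound addition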
CHRM4 antagonist: blocks acetylcholine activation of human M4 receptor | CHO-hM4 cells, ACh EC80, Fluo-8 calcium fluorescence | inhibition, % at 3 µM | 360,000 tested, 0.73% active;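 active = inhibition above its plate's cutoff, the mean inhibition of sample wells plus 3 SD, cut at about 27% in these data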;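 also: 0% = acetylcholine EC80 with DMSO and 100% = DMSO without agonist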
Target sequence (P08173 whole entry, looked up): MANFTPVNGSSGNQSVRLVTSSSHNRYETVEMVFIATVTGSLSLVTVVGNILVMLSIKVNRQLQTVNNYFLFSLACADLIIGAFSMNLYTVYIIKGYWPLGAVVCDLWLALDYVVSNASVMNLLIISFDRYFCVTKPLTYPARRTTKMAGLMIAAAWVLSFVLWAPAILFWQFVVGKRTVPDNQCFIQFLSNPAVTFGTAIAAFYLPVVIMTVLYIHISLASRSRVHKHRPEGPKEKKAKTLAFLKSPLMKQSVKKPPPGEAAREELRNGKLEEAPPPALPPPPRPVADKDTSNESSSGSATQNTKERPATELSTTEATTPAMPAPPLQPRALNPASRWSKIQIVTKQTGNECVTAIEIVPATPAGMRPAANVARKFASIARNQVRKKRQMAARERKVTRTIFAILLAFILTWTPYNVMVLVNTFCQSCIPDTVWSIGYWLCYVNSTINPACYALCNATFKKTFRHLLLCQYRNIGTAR
CHRM1 antagonist: human CHRM1 antagonism | P11229 | CHO-K1 hM1, Fluo-8 calcium fluorescence, ACh EC80 antagonist | inhibition, % at 3 µM | 360,000 tested, 1.3% active | AID 588852;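 active = percent inhibition above its own plate's cutoff, namely the mean of that plate's compound wells plus 3 SD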;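 also: peak over basal fluorescence ratio during 140 s after agonist addition; 0% = ACh EC80 plus DMSO and 100% = DMSO alone without agonist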
CHO parental Ca: counter-screen for OX1R antagonists: effect in parental CHO cells; parental CHO-K1, ATP-induced calcium, Fluo-8 fluorescence; inhibition, % at 5.6 µM; 330,000 tested, 0.63% active; AID 463079;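 active = inhibition above that plate's mean sample inhibition plus 3 SD, cut at about 26% in these data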;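 also: 0% = ATP-challenged DMSO wells and 100% = DMSO wells without ATP; some compounds past the cut are filed as inactive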
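Material – parental CHO cells · Reagent – ATP stimulus · Compound – single nominal dose of 5.6 µM per compound · Detection – Fluo-8 fluorescence · Read-out basis – percent inhibition of calcium signal · Controls – ATP-challenged DMSO wells low, unchallenged DMSO wells high · Repeats – no replicates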
OXTR potentiator: potentiators of human oxytocin receptor; activation, % at 3 µM; 320,000 tested, 0.061% active; CHO-OTR cells, Fluo-8 calcium fluorescence, potentiator mode; 0% = oxytocin EC15, 100% = EC100; P30559;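 active = activation above that plate's cutoff, the mean activation of tested compounds plus 3 SD, cut at about 6.6% in these data, passing the limit was not always enough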;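 also: 100% uses oxytocin at 75 nM as the full agonist control; some results filed as inactive read as strong as hits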
Target sequence (P30559 whole entry, looked up): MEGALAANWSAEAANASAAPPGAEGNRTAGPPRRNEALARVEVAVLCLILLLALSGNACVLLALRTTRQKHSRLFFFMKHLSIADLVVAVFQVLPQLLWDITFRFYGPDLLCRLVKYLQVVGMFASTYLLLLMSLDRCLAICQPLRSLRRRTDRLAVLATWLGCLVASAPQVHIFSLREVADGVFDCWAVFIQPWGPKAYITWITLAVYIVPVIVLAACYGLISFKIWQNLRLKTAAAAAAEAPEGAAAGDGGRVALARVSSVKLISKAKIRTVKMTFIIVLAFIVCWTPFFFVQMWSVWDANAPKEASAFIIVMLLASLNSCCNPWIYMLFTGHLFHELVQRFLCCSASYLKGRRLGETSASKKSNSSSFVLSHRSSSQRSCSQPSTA
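Dosing: Single dose, 3.0 µM nominal final compound concentration | Material: Human OTR in CHO cells | Technique: Kinetic Fluo-8 calcium fluorescence | Benchmarks: EC15 oxytocin alone as 0%, 75 nM oxytocin as 100% | Probe or stimulus: Oxytocin at about EC15, sub-maximal agonist stimulus | Incubation: Compound 6 min at room temperature before oxytocin, 100 s read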
CHO-K1 Ca ag: counter-screen for M1 agonists: effect in parental CHO-K1 cells | AID 602248 | 360,000 tested, 0.48% active | Fluo-8 calcium fluorescence; scaled to maximal ATP response, vehicle zero | activation, % at 3 µM; in the data active = activation above about 15%;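 also: untransfected CHO-K1 host cells lacking M1 receptor as counterscreen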
CHO-K1 Ca antag: M1 antagonist counterscreen hit in parental CHO-K1 cells | ATP-induced calcium, Fluo-8 fluorescence | inhibition, % at 3 µM | 360,000 tested, 0.6% active | AID 602250;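 active = inhibition above a per-plate cutoff, the plate's mean sample inhibition plus 3 SD, cut at about 24% in these data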;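 also: 0% = DMSO plus EC80 ATP and 100% = DMSO alone without ATP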
M1 PAM: potentiates human M1 receptor response to acetylcholine. P11229. CHO-K1 hM1, Fluo-8 calcium fluorescence, ACh EC20; 0% = ACh EC20, 100% = maximal ACh. activation, % at 3 µM. 360,000 tested, 0.088% active. AID 588819; in the data active = activation above about 19%, passing the limit was not always enough
M4 ag: CHRM4 agonism in calcium assay. CHO-K1 hM4/Gqi5, Fluo-8 calcium fluorescence; vehicle 0%, full acetylcholine response 100%. activation, % at 3 µM. 360,000 tested, 0.14% active;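 active = activation above the run mean over all test wells plus 3 SD, cut at about 32% in these data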;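 also: peak over basal fluorescence ratio per well then scaled between controls; 0% = DMSO wells and 100% = acetylcholine at EC100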
* marks the source's active call; other numbers are inactive results; . = no result given.

SMILES,CHRM4 antagonist,CHRM1 antagonist,M1 PAM,CHO parental Ca,CHO-K1 Ca ag,OXTR potentiator,CHRM1 agonist,CHO-K1 Ca antag,M4 ag
COc1ccccc1CNC(=O)COC(=O)c1nc(Cl)ccc1Cl,-7,-11,10,-21,0.2,-7,1,2,2
Cn1c(SCC(=O)Nc2ccc(N3CCOCC3)cc2)nnc1-c1ccccc1F,4,-1,5,4,0.7,0,-2,-18,0
COc1ccccc1C(=O)NCCC(=O)NCC(C)(C)N1CCOCC1,-4,-12,7,-6,0.7,-8,0,-10,0
CC(C)(C)NC(=O)CSc1nnc(-c2c[nH]c3ccccc23)o1,8,-10,5,-8,2.8,0,-2,-12,2
CC(C)C1Cc2[nH]c(=O)c(C(=O)O)cc2CO1 (stereo not given),16,-11,15,-6,0.0,-7,-4,-2,0
CCOc1ccc2nc(N(CCN(C)C)C(=O)/C=C/c3cccs3)sc2c1,-10,1,-2,-6,1.6,-4,-1,-5,1
CN(C)CCOc1cc(Cl)cc(Cl)c1,-3,-5,-9,-4,0.4,-8,-10,1,2
CCN(CC)c1ccc(NC(=O)OC)cc1,1,-28,5,-22,0.8,-9,-4,-14,1
O=C(NCc1ccco1)c1ccc2c(c1)N(Cc1ccccc1)C(=O)CS2=O (stereo not given),-12,-18,2,-9,0.8,-3,-8,-8,5
CCS(=O)(=O)Nc1ccc2[nH]c(=O)[nH]c2c1,-6,-8,8,-12,0.6,6,-4,-15,0
Cn1ccc2c([N+](=O)[O-])cccc2c1=O,5,3,3,1,6.5,0,-5,9,1
COC(=O)[C@@H]1CCCN1Cc1nc(Cc2ccc(OC)c(OC)c2)no1,13,1,-4,-10,2.0,-1,-3,-12,1
CN(C(=O)COC(=O)c1cccc(NS(=O)(=O)c2ccc(F)c(F)c2)c1)C1CCS(=O)(=O)C1 (stereo not given),-10,15,1,-9,0.4,-3,-1,12,0
COc1ccc2cc(/C=N/NC(=O)CN(c3ccccc3C)S(=O)(=O)c3ccccc3)c(Cl)nc2c1,0,2,2,-8,0.2,-8,-4,-8,0
COc1ccc(N2CCN(c3ccc4nnc(CCC(=O)Nc5ccc(C)cc5)n4n3)CC2)cc1,-7,-13,4,-4,0.2,0,-2,-12,1
Cc1ccc(S(=O)(=O)N2CCOCC2)s1,-5,-6,-7,-1,-0.2,2,-3,3,1
CCOC(=O)c1c(-c2ccccc2)csc1NC(=O)c1ccc(S(=O)(=O)N2CC(C)OC(C)C2)cc1 (stereo not given),-4,-4,-1,-14,0.5,-2,-3,-4,2
O=[N+]([O-])c1ccc(O)c(NC(=S)Nc2ccccc2)c1,5,-6,6,-13,0.3,-13,-3,-6,-1
CN1C(=O)/C(=C/c2cccc(Cl)c2)Sc2ccc(C(=O)N3CCOCC3)cc21,3,-5,8,-15,0.9,-14,-1,18,5
CN(C)CC(C)(C)CN=Cc1c(O)[nH]c2ccccc12,4,-13,10,-8,0.1,-1,-6,5,0
Cc1c(OC(C)C(=O)NCCCn2ccnc2)ccc2c3c(c(=O)oc12)CCC3 (stereo not given),-5,13,-6,-19,2.1,-1,-5,-7,2
O=C(c1cc(-c2ccncc2)nc2ccc(Cl)cc12)N1CCN(C(=O)C2CCCO2)CC1 (stereo not given),-5,-6,-7,-18,5.2,-8,-3,3,15
COc1ccc(NC(C)=O)cc1S(=O)(=O)N1CC=C(c2ccccc2)CC1,-17,10,-4,-3,2.4,-10,-3,-13,2
O=[N+]([O-])c1ccc(S(=O)(=O)Nc2ccccn2)cc1,-3,-6,4,-6,-0.3,-6,-6,-8,1
COc1ccc(CC(=O)Nc2ccccc2NC(=O)Cc2ccc(OC)cc2)cc1,6,11,-9,-18,2.9,-12,-1,5,13

Filtered by structure, those above with an aryl thioether with sulfur outside any ring (two)
SMILES,CHRM4 antagonist,CHRM1 antagonist,M1 PAM,CHO parental Ca,CHO-K1 Ca ag,OXTR potentiator,CHRM1 agonist,CHO-K1 Ca antag,M4 ag
Cn1c(SCC(=O)Nc2ccc(N3CCOCC3)cc2)nnc1-c1ccccc1F,4,-1,5,4,0.7,0,-2,-18,0
CC(C)(C)NC(=O)CSc1nnc(-c2c[nH]c3ccccc23)o1,8,-10,5,-8,2.8,0,-2,-12,2

Results in CHRM1 antagonist (3 entries from above):
SMILES | CHRM1 antagonist
O=C(c1cc(-c2ccncc2)nc2ccc(Cl)cc12)N1CCN(C(=O)C2CCCO2)CC1 (stereo not given) | -6
COc1ccc(NC(C)=O)cc1S(=O)(=O)N1CC=C(c2ccccc2)CC1 | 10
O=[N+]([O-])c1ccc(S(=O)(=O)Nc2ccccn2)cc1 | -6

Later entries.
SMILES,CHRM4 antagonist,CHRM1 antagonist,M1 PAM,CHO parental Ca,CHO-K1 Ca ag,OXTR potentiator,CHRM1 agonist,CHO-K1 Ca antag,M4 ag
O=C(CN1CCOCC1)NC1C2CC3CC(C2)CC1C3 (stereo not given),-9,-1,6,-6,0.6,-5,2,-8,2
Cn1c(=O)[nH]c2nnc(-c3ccc(Cl)c(Cl)c3)nc2c1=O,-7,-11,6,-7,4.0,-1,-1,-2,1
NC(=O)C1CCN(C(=O)CCNS(=O)(=O)c2ccccc2F)CC1,-7,-3,9,-11,0.6,-4,-4,-14,0
COc1ccccc1NC(=O)N1CCN(c2ccc3nncn3n2)CC1,6,-1,5,2,-0.8,-7,-8,3,0
CCCCCCN1C[C@@H](n2cc(C3CC3)nn2)[C@H](O)C[C@@H]1c1ccc(Cl)cc1,1,16,-11,.,-0.1,.,-3,9,0
Cc1ccc(NC(=O)CNc2cccc(Br)c2)cc1S(=O)(=O)N1CCOCC1,8,9,-6,-9,8.4,-12,-1,-9,12
Cc1ccc(C(=O)C2CCN(CC(=O)N3CCN(c4ccc(F)cc4)CC3)CC2)cc1,5,13,-2,-26,4.3,-13,-6,-8,6
CC(C)(C)NC(=O)CCN(/N=C/c1ccccc1F)C1=NS(=O)(=O)c2ccccc21,2,-11,7,-22,0.7,-8,-3,-12,1
COc1ccccc1N1CCN(Cc2cc(=O)c(OCC(=O)Nc3ccccc3)co2)CC1,-3,-3,14,-14,0.2,-7,2,23,0
Cc1ccc(-c2[nH]c3ccccc3c2SCCNC(=O)c2cc3ccccc3oc2=O)cc1,-2,-2,2,-8,0.9,-9,-4,-5,2
O=C(NCCN1CCOCC1)c1ccc2c(c1)N(Cc1ccccc1F)C(=O)c1ccccc1S2,-4,-24,16,-14,0.1,-1,-6,4,3
COc1ccccc1CNC(=O)C1CCC(CNC(=O)[C@@H]2Cc3ccccc3CN2)CC1 (stereo not given in full),-11,0,8,-31,0.0,-4,-6,-9,2
CCN(C(=O)c1cc2cc(OC)ccc2oc1=O)c1cccc(C)c1,8,5,-6,-23,0.6,-12,-4,2,1
CCC(C)N(C(=O)Cn1nc(C)c([N+](=O)[O-])c1C)C1CCS(=O)(=O)C1 (stereo not given),-12,-6,2,-12,1.1,5,-2,0,0
CC(NC(=O)Nc1cccc(Cl)c1)C(c1cccs1)N1CCCC1 (stereo not given),3,10,-6,-18,14,-6,-7,5,9
CCOc1ncccc1C(=O)OCC(=O)NCCc1ccc(OC)cc1,-5,15,-5,-6,0.6,-3,-2,0,2
C=CCN(C(=O)CNC(=O)c1ccco1)C(C(=O)NC1CCCCC1)c1cccnc1 (stereo not given),11,-14,11,-14,0.7,-3,-2,2,1
CCOC(=O)c1ccccc1NC(=O)COC(=O)CCC(=O)c1ccc(C)cc1,-26,-23,10,-5,-0.6,-9,-1,-1,2
CCN(CC)Cc1nc2c(c(=O)[nH]1)C1(CCCCC1)Cc1ccccc1-2,3,-17,-2,-19,0.3,-2,-6,-18,0
CN(CC(=O)Nc1ccccc1C(F)(F)F)C(=O)CSc1nnnn1C,-5,-2,13,16,0.2,-13,-7,-7,1
O=C(O)c1cccc(S(=O)(=O)N2CCc3ccccc3C2)c1,-16,-9,0,0,-0.2,-3,-2,-2,0
COc1ccccc1CNC(=O)CCS(=O)(=O)c1cccc2nonc12,4,5,3,-8,0.4,-2,-1,-8,0
COc1ccc(CCCNC(=O)C2Cc3c(-c4cccc(NC(C)=O)c4)ccnc3O2)cc1 (stereo not given),-3,-4,-4,.,9.8,.,4,-9,16
Cc1ccccc1Nc1cccc2nonc12,8,7,-7,-3,2.8,-5,-7,7,0
COc1ccc(OCC(=O)Nc2cccc(S(=O)(=O)N(C)c3ccccc3)c2)c([N+](=O)[O-])c1,-5,19,-6,-16,-0.2,-3,-2,-10,0
CN(CC(=O)Nc1cccc(F)c1)CC(=O)Nc1ccc(Cl)cc1[N+](=O)[O-],-1,3,5,-1,3.9,-7,-1,-5,6

Profiles, quoted from the list. Screens in order: CHRM4 antagonist, CHRM1 antagonist, M1 PAM, CHO parental Ca, CHO-K1 Ca ag, OXTR potentiator, CHRM1 agonist, CHO-K1 Ca antag, M4 ag
COc1ccccc1CNC(=O)CCS(=O)(=O)c1cccc2nonc12 is listed as 4, 5, 3, -8, 0.4, -2, -1, -8, 0
O=C(CN1CCOCC1)NC1C2CC3CC(C2)CC1C3 (stereo not given) is listed as -9, -1, 6, -6, 0.6, -5, 2, -8, 2
Cn1c(=O)[nH]c2nnc(-c3ccc(Cl)c(Cl)c3)nc2c1=O is listed as -7, -11, 6, -7, 4.0, -1, -1, -2, 1
